# Source: PubChem
# AddAB inh: less growth of phage-infected E. coli with AddAB. E. coli expressing H. pylori AddAB, absorbance growth. inhibition, % at 11.9 µM. hit rate 0.29% among 330,000. AID 435030; in the data active = inhibition above about 12%;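 note: 0% = vehicle wells of infected cells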
# Tat transport: blocks Tat-dependent protein export in E. coli | hit rate 0.036% among 340,000 | AID 488895 | E. coli MC4100 TorA-mCherry Tat export, fluorescence | inhibition, % at 10 µM;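 active = mean replicate inhibition at least 50% and at least half of replicates individually reaching 50%; inconclusive = only one of the two criteria met; inactive = neither criterion met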;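 note: exported cargo escapes ClpAP degradation while cytoplasmic cargo is degraded and loses fluorescence; 0% = median of neutral control wells and 100% = median of NaSCN control wells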
# CAL PDZ inh: inhibitors of human CAL PDZ peptide binding. hit rate 0.02% among 330,000. purified CAL PDZ, TMR-peptide fluorescence polarization, 1 h. AID 504414. inhibition, % at 20 µM;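 active = highest replicate inhibition of at least 40%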;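 note: plate controls were DMSO neutral control wells for no effect and unlabeled competitor peptide control wells for full effect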
#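 Control set: unlabelled peptide and DMSO controls / Material: purified CerCALP PDZ construct / Timing: 1 h incubation at room temperature before polarization reading / Doses: 20 µM, one dose / Detection: fluorescence polarization (mP)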
# phage Ecoli inh: E. coli growth loss with phage present; inhibition, % at 11.9 µM; growth absorbance; hit rate 0.26% among 360,000; AID 651602; in the data active = inhibition above about 11%
# Rtt109 HAT inh: inhibitors of Candida albicans Rtt109/Vps75 histone acetyltransferase; purified Rtt109/Vps75, ThioGlo CoA-SH fluorescence, 4 h; AID 540336; inhibition, % at 34.9 µM; hit rate 0.16% among 330,000; Q5AAJ8;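 active = inhibition of at least 50% in every replicate; inconclusive = best replicate reaches 50% inhibition but some replicates fall short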
# Target sequence (Q5AAJ8 whole entry, looked up): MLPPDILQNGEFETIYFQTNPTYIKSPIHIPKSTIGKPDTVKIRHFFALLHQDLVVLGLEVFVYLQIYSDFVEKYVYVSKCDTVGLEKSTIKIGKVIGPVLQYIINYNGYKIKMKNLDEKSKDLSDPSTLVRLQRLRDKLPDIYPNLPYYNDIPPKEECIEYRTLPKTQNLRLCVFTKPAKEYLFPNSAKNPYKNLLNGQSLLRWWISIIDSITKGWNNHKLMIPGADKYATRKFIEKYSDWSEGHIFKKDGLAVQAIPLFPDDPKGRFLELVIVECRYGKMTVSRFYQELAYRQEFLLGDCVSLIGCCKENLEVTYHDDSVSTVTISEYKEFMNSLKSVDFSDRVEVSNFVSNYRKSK
# Ecoli viability: reduces bacterial viability in AddAB counter-screen; E. coli V3065 growth, OD600 absorbance, 18 h; hit rate 0.27% among 330,000; inhibition, % at 11.9 µM;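 active = inhibition above the campaign's mean inhibition across all tested compounds plus 3 SD, cut at about 9.9% in these data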;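 note: uninfected addAB+ strain grown without phage in ampicillin broth; 0% = DMSO wells and 100% = ciprofloxacin 0.95 µg/ml wells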
# Wnt act: activates Wnt/beta-catenin signaling in a reporter cell assay; activator, plate reader; activation, % at 9.35 µM; hit rate 1.2% among 300,000; in the data active = activation above about 30%, passing the limit was not always enough; inconclusive = no clear call, values can overlap the other calls;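 note: 0% = neutral control wells and 100% = positive control wells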
# PvdQ inh: P. aeruginosa PvdQ acylase inhibition. AID 488965. hit rate 0.063% among 340,000. purified PvdQ acylase, fluorescence plate reader. inhibition, % at 10 µM; in the data active = inhibition above about 30%, passing the limit was not always enough; inconclusive = no clear call, values can overlap the other calls;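 note: 0% = vehicle neutral wells and 100% = reference inhibitor wells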
# PfHsp90 set2: inhibits growth of yeast expressing Plasmodium falciparum Hsp90 | S. cerevisiae expressing PfHsp90, BacTiter-Glo ATP, 48 h; yeast lacking PDR1 and PDR3 efflux regulators | inhibition, % at 9.4 µM | hit rate 0.32% among 310,000 | AID 504621;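 active = every replicate shows inhibition above about 80%, whatever the replicate mean, limit read from the data; inconclusive = mean inhibition reaches the set limit but some replicate falls short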;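 note: 0% = DMSO neutral controls and 100% = 20 µM radicicol positive controls; yeast relying on Plasmodium falciparum Hsp90 in place of its own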
# DAGLB inh: blocks human DAGLB lipase activity; HEK293T DAGLB membrane lysate, EnzChek fluorogenic substrate; hit rate 0.059% among 340,000; inhibition, % at 5.17 µM; AID 504411; in the data active = inhibition above about 34%;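 note: 0% = enzyme with vehicle and 100% = wells lacking enzyme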
# Target sequence (Q8NCG7 whole entry, looked up): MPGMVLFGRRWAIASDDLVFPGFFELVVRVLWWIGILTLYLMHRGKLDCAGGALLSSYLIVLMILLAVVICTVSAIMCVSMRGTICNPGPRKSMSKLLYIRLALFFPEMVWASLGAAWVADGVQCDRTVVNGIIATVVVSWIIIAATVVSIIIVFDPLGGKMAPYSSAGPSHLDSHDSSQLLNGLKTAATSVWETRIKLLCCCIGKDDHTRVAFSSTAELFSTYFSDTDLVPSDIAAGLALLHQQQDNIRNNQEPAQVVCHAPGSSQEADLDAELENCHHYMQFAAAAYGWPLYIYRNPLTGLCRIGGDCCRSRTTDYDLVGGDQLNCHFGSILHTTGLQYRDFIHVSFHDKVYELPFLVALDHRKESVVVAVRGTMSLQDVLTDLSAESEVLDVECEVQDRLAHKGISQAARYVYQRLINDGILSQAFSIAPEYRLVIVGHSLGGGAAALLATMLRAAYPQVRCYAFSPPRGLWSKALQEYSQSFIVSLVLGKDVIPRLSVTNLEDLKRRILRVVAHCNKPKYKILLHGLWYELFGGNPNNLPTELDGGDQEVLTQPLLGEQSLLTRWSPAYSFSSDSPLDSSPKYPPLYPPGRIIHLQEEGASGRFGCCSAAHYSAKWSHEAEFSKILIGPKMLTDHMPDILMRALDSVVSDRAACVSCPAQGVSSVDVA
# * marks the source's active call; other numbers are inactive results; ? = inconclusive; . = no result given.
SMILES,AddAB inh,Tat transport,CAL PDZ inh,phage Ecoli inh,Rtt109 HAT inh,Ecoli viability,Wnt act,PvdQ inh,PfHsp90 set2,DAGLB inh
COc1cccc(-c2coc3cc4oc(=O)c(CC(=O)O)c(C)c4cc23)c1,-0.7,-5.8,-4.2,0.9,-8.3,-1.2,2.4,2.2,5.7,1.3
O=C(Nc1ccc(N2CCOCC2)nc1)c1ccc(F)cc1,1.9,-2.7,-0.2,2.0,-0.2,0.7,11.4,0.9,15.7,0.0
C#CCOCCOCCOCCNc1nc(N2CCN(C(=O)Cn3cc(CCO)nn3)CC2)nc(N2CCN(C(=O)[C@H](C(C)C)n3cc(CCO)nn3)CC2)n1,4.9,5.5,-0.3,2.4,-0.7,-0.4,-2.7,-14.5,-13.9,0.6
COc1ccc(-n2c(CSc3nc(C)cc(C)n3)nnc2SCC(=O)Nc2nccs2)cc1,3.0,-3.1,-0.2,0.9,2.8,1.7,-1.9,0.7,-3.9,-0.7
Cc1ccc(C(=O)CC(=O)c2cc(Cl)ccc2O)cc1,-7.3,-10.3,-0.8,0.1,-8.2,-3.2,.,-12.7,-9.1,-9.7
CCOc1ccc(C(C)=O)cc1COc1ccc(C)nc1[N+](=O)[O-],0.2,-4.4,-1.2,3.0,0.8,-1.8,0.4,-11.9,-59.6,-0.9
COc1ccc(CCNC(=O)NS(=O)(=O)c2ccc(C)cc2)cc1OC,-1.0,5.2,0.3,2.8,-22.8,-3.5,0.4,-7.9,9.1,1.6
Cc1ccc(C)c(Cn2nc(-c3cc(C)ccc3C)ccc2=O)c1,-0.7,9.2,-0.8,-0.1,-2.6,0.9,0.0,3.7,-5.5,-8.0
O=C(c1cccc(F)c1)N1CCN(c2cccc(C(F)(F)F)c2)CC1,-1.7,1.1,-1.0,2.6,-0.3,-1.8,8.4,-4.1,16.2,-8.7
CCOC(=O)Cc1nnc(NC(=O)c2ccccc2OC)s1,2.6,10.5,-0.1,-0.6,-11.2,0.0,-2.6,-7.7,-9.0,-2.6
CCN(c1ccccc1)S(=O)(=O)c1cccc(C(=O)NCC(c2ccc(F)cc2)N2CCOCC2)c1 (stereo not given),.,2.0,-0.6,0.5,-1.2,.,-7.0,-8.3,-27.5,2.8
CCSC(=S)c1c(C)[nH]n(-c2ccccc2)c1=O,-2.9,-2.4,-0.6,-5.0,6.4,-4.6,9.2,-15.5,-56.4,0.9
O=C(CN(Cc1ccco1)C(=O)c1ccc([N+](=O)[O-])cc1)Nc1ccccc1C(F)(F)F,0.9,5.4,-2.1,1.6,-2.6,-1.1,-1.8,-8.4,-11.9,0.1
C=CC(O)Cc1c(C)n[nH]c1C (stereo not given),2.8,2.1,0.3,2.5,-4.5,-2.2,4.7,7.6,-13.1,-1.5
CCCC(C)NC(=O)COC(=O)c1ccc2c(c1)C(=O)N(Cc1ccco1)C2=O (stereo not given),4.1,-15.8,-1.1,2.0,10.9,-1.3,-4.0,-12.5,-13.3,-3.1
CCCC(=O)Nc1nnc(/C=C/c2ccc(OC)cc2)s1,3.8,1.0,-1.5,-2.2,-0.8,0.7,1.9,-0.6,-5.3,1.2
O=C(CSc1nnc(Cc2ccccc2)o1)N1CCCC1,-3.1,-2.5,-3.5,2.4,.,-4.2,1.6,8.0,20.9,0.3
CCOC(=O)N1CCC(NC(=O)c2cnn3cccnc23)CC1,4.8,-4.3,0.1,1.3,-3.3,-1.4,1.5,3.1,-11.8,1.1
CC(O)CCc1ccc(O)cc1 (stereo not given),-0.4,-12.7,-0.5,3.1,13.6,0.3,0.2,-1.5,3.9,-2.6
CC(C(=O)O)n1c2ccccc2c2cnn(C)c(=O)c21 (stereo not given),.,-2.2,-1.9,2.9,6.1,.,-0.2,-23.6,-12.3,-3.2
CC(C)CC(NC(N)=O)C(=O)Nc1cccc([N+](=O)[O-])c1 (stereo not given),1.4,-0.4,-0.1,3.2,-7.1,1.5,0.2,-6.1,3.6,-0.3
COc1ccc(/C=N/N(C)c2cc(=O)n(C)c(=O)[nH]2)cc1OC,0.7,-1.4,-0.5,3.7,5.3,1.5,2.4,2.9,-32.2,3.5
COc1ccc(CCNC(=O)C(=O)NCC2CCCN2S(=O)(=O)c2ccccc2)cc1OC (stereo not given),0.9,-7.7,-2.6,1.1,-0.2,1.5,0.3,-15.4,.,-4.4
CCCCN(C(=O)c1cccc(-n2cnnn2)c1)c1c(N)n(CC(C)C)c(=O)[nH]c1=O,1.8,11.7,-1.2,3.3,2.3,0.5,-3.3,-0.8,5.9,1.5
CC(C)CC(NC(=O)C1CCC(C)CC1)C(=O)Nc1ccc2c(c1)OCCO2 (stereo not given),3.9,0.1,-0.5,0.5,-23.4,-2.4,-6.3,-3.7,-13.1,-6.7
CC(=O)N1CCN(Cc2nc3cc(NC(=O)c4cccc(Br)c4)ccc3n2C)CC1,-0.8,7.0,-1.5,3.0,-16.7,-0.9,0.8,-8.9,-28.0,0.7
CN(C(=O)CC1C(=O)NCCN1CC1CCCCC1)C1CCOCC1 (stereo not given),-2.0,7.9,-0.3,1.2,-11.1,-2.0,2.2,7.6,-7.1,0.8
COc1cccc(NC(=O)Nc2cccs2)c1,-0.6,-3.2,-0.2,4.9,-4.6,-0.3,.,-9.4,3.7,0.0
CCC(=O)NC(=S)Nc1ccc(NC(=O)c2ccc([N+](=O)[O-])cc2Cl)cc1,3.1,3.3,-0.9,2.8,-0.6,-0.3,.,-7.7,-4.7,4.7
COc1ccc(CCCc2nnc(SCC(=O)Nc3cccc(C)c3)o2)cc1,0.6,-1.9,-3.6,-0.5,-1.7,-0.6,.,-5.1,.,-6.3

# Full records as entered above. Values in the order: AddAB inh, Tat transport, CAL PDZ inh, phage Ecoli inh, Rtt109 HAT inh, Ecoli viability, Wnt act, PvdQ inh, PfHsp90 set2, DAGLB inh
# Results for CN(C(=O)CC1C(=O)NCCN1CC1CCCCC1)C1CCOCC1 (stereo not given) = -2.0, 7.9, -0.3, 1.2, -11.1, -2.0, 2.2, 7.6, -7.1, 0.8
# Results for CCOc1ccc(C(C)=O)cc1COc1ccc(C)nc1[N+](=O)[O-] = 0.2, -4.4, -1.2, 3.0, 0.8, -1.8, 0.4, -11.9, -59.6, -0.9

# The results go on.
SMILES,AddAB inh,Tat transport,CAL PDZ inh,phage Ecoli inh,Rtt109 HAT inh,Ecoli viability,Wnt act,PvdQ inh,PfHsp90 set2,DAGLB inh
CC(NCCOCCOc1ccccc1)c1ccccc1 (stereo not given),0.7,-2.8,0.9,4.6,-5.9,1.2,.,-10.4,0.2,1.1
Cc1ccc(NC(=S)c2ccccc2)cc1,5.2,2.1,-0.3,3.2,-5.8,2.2,?,9.8,19.1,-0.7
O=C1CC(SC(=Nc2ccccc2)Nc2ccccc2)C(=O)N1c1cccc(Cl)c1 (stereo not given),1.9,-3.1,-0.3,1.9,9.3,2.1,.,-10.2,11.5,-6.8
COc1ccc(-c2nc(CS(=O)CC(=O)NCc3ccc4c(c3)OCO4)c(C)o2)cc1 (stereo not given),-1.7,1.0,-1.3,2.7,0.1,-0.4,5.1,-5.9,2.8,2.8
CCc1ccc(-c2cc(C)no2)cc1S(=O)(=O)N1CCN(c2ccccn2)CC1,-0.3,12.5,-3.3,0.2,-3.4,-2.3,-1.7,-5.3,0.5,-1.1
CN(CCc1ccccn1)C1CC(=O)N(c2ccc(Cl)cc2)C1=O (stereo not given),1.7,-0.5,.,2.4,0.2,2.7,-2.4,0.4,30.0,-0.8
Cc1cc(C)nc(SCc2ccc(C(=O)N/N=C3\CC(C)CC(C)(C)C3)cc2)n1 (stereo not given),0.6,6.3,-1.0,-0.2,0.7,-2.2,-2.1,-1.1,-34.0,-6.7
CCOc1ccccc1CN1C(=O)NC2(CCCCCC2)C1=O,4.9,9.1,-0.2,1.1,2.9,-1.1,-1.2,-8.6,-8.8,1.2
Oc1ccc(/C=N/n2c(COc3ccccc3)n[nH]c2=S)cc1O,-1.3,3.0,-4.2,-0.7,-3.6,-1.7,-0.8,-13.2,-20.9,10.9
CC(C)(C)c1ccc(OCCC(=O)OCC(=O)NC(=O)NC2CCCC2)cc1,2.4,25.5,-2.5,0.3,15.2,1.5,0.8,0.0,.,-4.7
COc1ccccc1N1CC(C(=O)NCC2COc3ccccc3O2)CC1=O (stereo not given),1.2,-3.5,0.8,5.5,-2.5,1.0,-0.8,-10.5,-15.8,1.1
Cc1cc(=O)n2nc(N3CCC(C(=O)NCc4ccc(Cl)cc4)CC3)sc2n1,0.5,2.8,-1.6,0.1,-2.3,-1.1,-0.5,-12.5,-25.8,1.9
COc1cc(SC)ccc1C(=O)OCC(=O)NCCC1=CCCCC1,-0.5,-7.8,-3.4,0.8,17.0,0.8,-1.4,11.1,-19.7,-8.2
COc1ccc(CNC(=O)N2CCN(c3ccc(F)cc3)CC2)cc1,0.9,3.1,0.5,2.0,-4.8,0.9,-0.4,-10.2,18.1,-6.1
COc1cccc(CNCCO)c1OCc1ccccc1Cl,2.6,7.2,0.1,2.5,-10.0,-0.5,-0.9,-19.5,-16.1,-0.5
CCOc1ccccc1NC(=O)c1cccc(NC(=O)CC(c2ccccc2)c2ccccc2)c1,0.1,8.7,-3.9,1.4,-12.3,-0.4,-2.5,-1.4,3.4,-9.6
O=[N+]([O-])c1cc(C(F)(F)F)ccc1NN=C1CCCC1,-2.2,-15.8,-0.4,3.1,-9.2,1.1,6.3,-2.7,-3.4,-1.3
Cc1c(C(=O)Oc2cccc3cccnc23)oc2ccccc12,0.4,4.2,-0.3,0.3,1.6,-1.9,9.4,-16.8,-0.8,-1.7
O=C(Nc1cccnc1)c1ccc(COc2ccccc2Br)o1,3.8,12.8,-2.7,2.9,-0.9,4.0,.,-12.6,21.4,-1.6
COc1ccccc1OCC(=O)N/N=C/C=C/c1ccc([N+](=O)[O-])o1,83.5*,19.6,-1.9,11.7*,4.3,54.2*,68.9*,-10.3,-0.5,0.7
Cc1oc2cc(OC(=O)c3ccco3)ccc2c(=O)c1-c1nc2ccccc2n1C,2.8,-2.9,-0.7,3.0,0.8,1.4,0.5,-3.6,-33.2,2.0
NC(=O)CC(NC(=O)Cc1ccc(Cl)cc1)c1ccc(NCCOc2ccccc2)c([N+](=O)[O-])c1 (stereo not given),-0.8,-4.5,0.4,2.8,-7.3,-1.8,-2.6,-13.3,-21.5,5.9
C=CCn1c(SCc2nc3scc(-c4ccccc4)c3c(=O)[nH]2)nnc1-c1ccccc1F,2.5,2.9,-4.0,3.1,2.1,4.3,.,-5.5,4.2,2.0
CC(Oc1ccc(S(=O)(=O)N2CCCC2)cc1[N+](=O)[O-])C(=O)N(C)c1ccccc1 (stereo not given),3.9,-4.3,-2.6,4.0,-3.1,5.6,-0.9,-9.9,5.3,1.6
Cc1cc(C)nc(SCc2cc(=O)c(OC(=O)c3cc([N+](=O)[O-])ccc3Cl)co2)n1,2.1,1.5,1.3,1.4,4.6,1.7,.,-2.3,-3.8,-4.6
O=C(c1ccc2c(c1)OCO2)C1CCCN(C(=O)NCc2ccccc2)C1 (stereo not given),1.1,2.6,-1.8,2.6,.,0.6,-0.6,-7.5,-2.0,-1.9
O=C(CC1C(=O)NCCN1C/C=C/c1ccccc1)NCCc1cccnc1 (stereo not given),-1.6,-0.3,-0.7,3.2,-3.9,-3.9,-1.9,-11.4,-6.4,3.3
CCO[C@H]1OC(C(=O)N2CCOCC2)=C[C@@H](c2ccccc2)[C@@H]1CCCO,3.9,-6.1,-0.8,3.9,-3.6,0.3,0.9,-12.2,-10.6,-3.9
